Bioassay records from PubChem.
GAA glycogen – inhibitors or activators of human alpha-glucosidase glycogen cleavage. P10253. recombinant GAA, glycogen substrate, Amplex Red glucose oxidase fluorescence. Potency, µM (series often up to 76.4 µM), inactives show at the highest dose activity change, negative = inhibition, most hits filed as inhibitors. actives 0.38% (n = 300,000). AID 2100;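 note: 0% = full enzyme reaction and -100% = no-enzyme basal signal; the screen sought inhibitors and activators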
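qHTS, 1536-well; enzyme 4 nM final; cpd up to 77 uM; substrate bovine liver glycogen 30 ug; 50 mM citrate/phosphate pH 5.0, 0.01% Tween-20; 37 C, 40 min; Amplex Red detection 45 min RT; Hill fit → AC50.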
GAA spleen mod – inhibits or activates alpha-glucosidase in human spleen homogenate. actives 0.006% (n = 240,000). Potency, µM (highest dose often 79.9 µM), for inactives: at the top dose activity change, negative = inhibition, most hits filed as inhibitors. human spleen homogenate, 4-MU-alpha-glucoside fluorescence. P10253. AID 2112;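 note: 0% = enzyme with vehicle and -100% = no enzyme basal signal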
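Human spleen homogenate (1 ug) incubated with compounds and 1 mM 4-methylumbelliferyl-alpha-D-glucopyranoside in pH 5.0 citrate/phosphate buffer, 37 C, 40 min. Stopped at pH 10; 4-MU fluorescence (Ex 365/Em 440 nm); AC50 by Hill fit.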
IMPase Li cell – membrane-permeable IMPase blocker, potentiated with lithium; CHO-M1 cells, IP1 TR-FRET (IP-One), carbachol + lithium; Potency, µM (top dose mostly 59.4 µM), inactives show at the highest dose activity, negative = IMPase inhibition, most hits filed as inhibitors; actives 0.35% (n = 210,000); AID 1457;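 note: IP1 builds up when IMPase is blocked and the TR-FRET signal falls; plate controls were basal vehicle for no effect and high inhibitor control for full effect; nearly all actives have a fitted effect of over 50% in size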
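IP1 accumulation measured by competitive TR-FRET in lysed CHO-M1 cells after 30 min compound exposure at 37C, with a small lithium addition to potentiate weak responses. Hill-equation AC50 from ratio and donor-channel data.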
GoLoco inh red – blocks human Gai1 binding to RGS12 GoLoco peptide, red readout. Potency, µM (titrated, usually from 61.6 µM), for inactives: at the top dose activity, negative = inhibition, hits mostly inhibitors. P63096. Gai1:RGS12 GoLoco peptide FP, rhodamine, 10 min. actives 0.44% (n = 230,000); active = well fitted inhibition curve with a large enough effect, not every such curve was filed as active; inactive = no such curve, though single readings can be large or run the other way; note: % is set by controls: 0 for no effect and ±100 for the full control effect; nearly all actives have a fitted effect of over 30% in size; many of its hits are not listed in these tables
Target sequence (P63096 whole entry, looked up): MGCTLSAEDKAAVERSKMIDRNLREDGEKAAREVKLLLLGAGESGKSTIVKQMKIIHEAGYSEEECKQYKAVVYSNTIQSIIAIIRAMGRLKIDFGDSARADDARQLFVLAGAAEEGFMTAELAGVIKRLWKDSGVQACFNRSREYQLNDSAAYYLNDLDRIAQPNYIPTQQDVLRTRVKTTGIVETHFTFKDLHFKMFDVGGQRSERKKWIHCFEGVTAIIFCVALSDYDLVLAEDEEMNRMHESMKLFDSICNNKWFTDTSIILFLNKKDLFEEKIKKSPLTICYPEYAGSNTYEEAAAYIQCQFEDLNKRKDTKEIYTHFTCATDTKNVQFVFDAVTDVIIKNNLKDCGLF
HTT aggregate – inhibitors of mutant huntingtin aggregate formation in PC12 cells | Potency, µM (doses to about 46.1 µM), for inactives: top-dose activity change, negative = inhibition, hits mostly inhibitors | PC12 HttQ103-GFP aggregates, Acumen cytometry, 40 h | actives 1.1% (n = 220,000); note: % is set by controls: 0 for no effect and ±100 for the full control effect; nearly all actives have a fitted effect of over 60% in size
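Inducible Q103 Huntingtin exon 1–GFP PC12 line, 1500 cells/well in phenol red free DMEM with 5% equine and 5% calf serum. Tebufenozide 100 nM induced expression; compounds titrated; aggregates quantified by cytometry.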
HTT ATP protect – Huntington cell model cytoprotection by ATP luminescence | PC12 HTT-Q103 induced, cytoprotection, ATP luminescence, 40 h | Potency, µM (doses to about 56.4 µM), for the others: cytoprotection (ATP increase), hits mostly activators | actives 0.14% (n = 230,000) | AID 1471;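 note: % of control where 0% means no effect; nearly all actives have a fitted effect of over 45% in size; toxic huntingtin expression switched on by the ecdysone agonist tebufenozide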
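PC12 cells with ecdysone-inducible HTT exon 1 Q103-GFP, induced with 100 nM tebufenozide and co-treated with library compounds in a dose series (1536-well, 1500 cells/well). Cytoprotection read as ATP content by ATPlite luminescence.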
GAA inh – inhibitors of human lysosomal alpha-glucosidase; P10253; purified human GAA, 4-MU-alpha-glucoside fluorescence; Potency, µM (titrated, usually from 76.9 µM), inactives show at the highest dose activity change, negative = inhibition, usual class: inhibitors; actives 0.005% (n = 200,000);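 note: plate controls were uninhibited enzyme wells for no effect and no-enzyme background for full effect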
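Endpoint fluorogenic read: 20 min room-temperature reaction of 4 nM human alpha-glucosidase with 400 uM 4-methylumbelliferyl-alpha-D-pyranoside, pH 5.0, quenched with 1M NaOH/1M glycine pH 10. AC50 from Hill modeling.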
Numbers without * were called inactive; ? = inconclusive; · = no result given; [ ] = dose if it differs, or a comment. Unless noted, calls come from the whole dose curve; as a rule, active = well fitted curve in the direction sought with a large enough effect; inconclusive = small, poorly fitted or top-dose-only effect, or another doubt; inactive = no such curve, though single readings can be large; an effect the other way counts as inactive or inconclusive. Potency is the fitted concentration of half-maximal effect. These rows are one share of the data. The share of hits here may be higher or lower than overall.

SMILES	GAA glycogen	GAA spleen mod	IMPase Li cell	GoLoco inh red	HTT aggregate	HTT ATP protect	GAA inh
CCCn1nnnc1NC(=O)COc1ccc(CC)cc1	9.0%	3.4%	-1.0%	6.5%	15.8%	7.2%[10 µM]	4.0%
COc1ccc(C(=O)N2C(=O)c3ccc(N)cc3C2=O)cc1	5.5%	-2.6%	?	-10.5%	1.7%	-3.0%	0.5%
O=C(Nc1ccccc1F)Nc1ccccc1Br	8.1%	-3.4%	-2.8%	-5.1%	?	-26.9%	10.7%
CCCCC(=O)NC(=S)Nc1c(C)cc(Br)cc1C	-6.6%	-1.2%	8.0%	-1.8%	7.5%	·	-4.0%
COC(=O)C1=C(C)NC(=O)/C1=C\c1cc(C)n(-c2ccccc2F)c1C	17.8%	2.9%	8.2%	19.0%	?	-10.7%[10 µM]	5.5%
O=C(Cc1ccc(Cl)cc1)Nc1cccc2ncccc12	12.3%	6.0%	-22.9%	13.7%	5.4%[9.22 µM]	-34.8%	6.8%
Cc1cc(C)n2nc(SCc3nnc(SCc4ccccc4Cl)s3)nc2n1	2.2%	-6.6%	-6.2%	3.2%	-22.7%	13.5%[10 µM]	-7.0%
COc1ccc(CCNC(=O)COc2ccc(C)nc2[N+](=O)[O-])cc1OC	-0.6%	-7.1%	0.0%	-2.4%	11.6%	11.6%[10 µM]	1.4%
COC(=O)c1cc(Br)c(=O)n(-c2ccccc2F)c1	-10.2%	-3.1%	-24.9%[38.3 µM]	-10.2%	-2.2%	-2.7%	6.1%
NC(=O)c1ccc(NC(=O)COC(=O)/C=C/c2cn(-c3ccccc3)nc2-c2cccnc2)cc1	-11.1%	3.9%	?	51.2%[activator]	-20.3%	·	6.7%
O=C1NN=C(c2ccc(Cl)cc2)CC1c1c[nH]c2ccccc12 (stereo not drawn)	-3.3%	-1.2%	24.2%	10.1%	-3.0%	-16.4%	2.8%
COc1ccc(-n2c(O)c(/C=N/NS(=O)(=O)c3ccc(C)c([N+](=O)[O-])c3)c3ccccc3c2=O)cc1OC	?	-10.8%	0.7%	61.6%[activator]	-8.6%	-4.1%[10 µM]	?
CCOC(=O)c1c(CC(C)C)csc1/N=C/C1C(=O)CC(C)(C)CC1=O	-4.6%	0.2%	-2.7%	-0.1%	18.9%	-49.5%	?
Cc1cc(C(=O)NNC(=O)c2cccc(Cl)c2)no1	4.2%	0.1%	·	2.6%	13.2%[9.22 µM]	1.8%[10 µM]	-5.9%[15.4 µM]
NC1=NC(=O)C2(COC(c3cccc([N+](=O)[O-])c3)OC2)S1 (stereo not drawn)	-10.8%	6.5%	5.1%	0.7%	2.3%	25.9%[10 µM]	3.5%
CCOc1ccc(Cc2onc3c2C(=O)CCC3)cc1OCC	12.9%	-0.1%	1.2%	12.3%	-0.1%	·	-1.7%
N/C(=N\OC(=O)c1cccs1)c1cccc([N+](=O)[O-])c1	-0.8%	·	-13.5%	3.7%	-23.2%	13.4%	-8.8%
CCOC(=O)c1c(NC(C)=O)no[n+]1[O-]	3.0%	-7.5%	6.1%	-2.0%	6.2%	4.9%[10 µM]	-1.1%
O=C(Nc1ccc2c(c1)oc1ccccc12)N1CCOCC1	-5.8%	3.3%	3.1%[38.3 µM]	8.5%	24.4%	-36.1%	-6.4%[15.4 µM]
O=C(O)[C@H](Cc1ccccc1)NC(=O)N1CCN(c2ccc(F)cc2)CC1	-1.6%	-1.8%	·	3.5%	-9.1%[9.22 µM]	-1.4%[10 µM]	·
O=C(NCc1cccs1)Nc1ccc2c(c1)OCO2	2.1%	-9.9%	22.0%[38.3 µM]	1.4%	0.1%	-7.3%[10 µM]	-5.9%
COc1ccccc1N1CCN(/N=C/c2ccc(O)c(O)c2)CC1	2.8µM*	-4.6%	9.1%	-22.3%	3.1%[9.22 µM]	-13.0%[10 µM]	9.8%
O=C(N/N=C/c1ccc2c(c1)OCO2)c1ccc(Cn2cc([N+](=O)[O-])cn2)o1	-7.8%	1.9%	3.2%	3.4%	16.5%	·	-5.8%
Clc1ccc(CON/C=N/c2ncnc3sccc23)cc1	-7.6%	-9.9%	14.7%[38.3 µM]	3.3%	?	-4.2%	-5.2%
CCCOc1ccccc1C1NC(=O)NC(C)=C1C(=O)OCCOC (stereo not drawn)	8.0%	2.5%	-6.6%[38.3 µM]	-1.5%	0.0%	-5.4%[10 µM]	-0.8%

2 entries from above, with values under each structure:
Values in the order: GAA glycogen	GAA spleen mod	IMPase Li cell	GoLoco inh red	HTT aggregate	HTT ATP protect	GAA inh
> COC(=O)c1cc(Br)c(=O)n(-c2ccccc2F)c1
 : -10.2%	-3.1%	-24.9%[38.3 µM]	-10.2%	-2.2%	-2.7%	6.1%
> NC(=O)c1ccc(NC(=O)COC(=O)/C=C/c2cn(-c3ccccc3)nc2-c2cccnc2)cc1
 : -11.1%	3.9%	?	51.2%[activator]	-20.3%	·	6.7%

(cont.)
SMILES	GAA glycogen	GAA spleen mod	IMPase Li cell	GoLoco inh red	HTT aggregate	HTT ATP protect	GAA inh
CC1Cc2ccccc2N1C(=O)CN(C)S(=O)(=O)c1cccc2cccnc12 (stereo not drawn)	-14.9%	-18.6%	-9.3%[38.3 µM]	52.7%[activator]	0.0316µM*	-17.7%	-1.5%
O=C(OCC1CO1)C1CCCCC1C(=O)OCC1CO1 (stereo not drawn)	·	-2.5%	10.8%	3.3%	·	-7.0%	·
CN1CC(=O)N(CC(=O)Nc2ccc(Cl)c(C(F)(F)F)c2)C1=O	1.1%	2.5%	5.4%[38.3 µM]	1.4%	2.4%	-11.5%	?
CCC(C)NC(=O)CSc1nc(-c2cccs2)cc(C(F)(F)F)n1 (stereo not drawn)	0.2%	-5.9%	0.8%[38.3 µM]	-29.7%	12.6µM*	-12.6%[10 µM]	-6.7%
COc1cccc(/C=N/NC(=O)C(C)Sc2ccccc2)c1 (stereo not drawn)	-4.7%	5.8%	9.4%	8.1%	11.1%[9.22 µM]	?	6.4%
COc1ccc2[nH]c3c(C)c4ccncc4c(C)c3c2c1	-15.6%	2.4%	·	15.1%	-39.5%[9.22 µM]	-89.9%[inhibitor][10 µM]	-13.1%
CN1CCN(c2ccc(NC(=O)c3cccs3)cc2)CC1	8.7%	3.0%	10.3%	12.0%	·	·	2.0%
COC(=O)c1cnn2c1C(=O)N(Cc1cccs1)CC2	?	8.3%	4.7%	0.5%	9.7%	17.4%[10 µM]	-2.3%
Cc1ccc(Cl)cc1N1CCN(C(=O)C2CCN(c3nnc(-n4cccc4)s3)CC2)CC1	-4.2%	-6.5%	32.0%[38.3 µM]	3.6%	-28.6%	21.5%	-1.4%
Cc1cccc(NC(=O)Nc2cc(C)on2)c1	-6.6%	-17.3%	-19.0%[38.3 µM]	-3.8%	-17.1%	-10.3%	5.8%
CCCCn1c(-c2csc3c2CCCC3)n[nH]c1=S	?	-7.8%	58.0%[activator][38.3 µM]	1.0%	10.2%	-1.4%	4.3%
C=CCn1c(SCC(=O)NCc2ccc3c(c2)OCO3)nc2scc(-c3ccccc3)c2c1=O	3.6%	-4.0%	24.1%[38.3 µM]	8.7%	13.9%	-24.1%	-7.1%
CC(C)(O)C#Cc1ccc(CN2CCN(Cc3ccccc3)C(CCO)C2)s1 (stereo not drawn)	-2.2%	-9.2%	11.5%	-3.2%	-2.8%[9.22 µM]	10.0%[10 µM]	·
CCC(C)(C(=O)NC1CCCCC1)N(Cc1ccco1)C(=O)c1ccc2c(c1)OCO2 (stereo not drawn)	-0.6%	8.2%	39.6%[activator][38.3 µM]	3.5%	21.7%	-29.3%	-0.3%
COc1ccccc1NC(=O)Nc1ccc2c(c1)OCCO2	3.6%	-8.9%	4.0%[38.3 µM]	-0.6%	4.6%	-43.1%[inhibitor]	0.1%
Cc1nn(Cc2cccc(Oc3ccccc3)c2)c(C)c1NC(=O)NC12CC3CC(CC(C3)C1)C2	10.5%	6.4%	7.1%	3.2%	1.1%	·	?
N#CC(C#N)=NNc1ccc(S(=O)(=O)N2CCCC2)cc1	0.1%	-4.6%	-9.3%	0.3%	-15.1%	·	-14.4%
CCOC(=O)N1CCC(NC(=O)c2cc(C(=O)Nc3cccc(C(F)(F)F)c3)ccc2CO)CC1	-4.4%	·	-5.1%	0.9%	?	-66.8%[inhibitor]	-2.0%
COc1ccc(N2C(=O)CC(Sc3nc4ccccc4s3)C2=O)cc1 (stereo not drawn)	-11.1%	·	-1.2%	18.9%	31.6µM*	-136.9%[inhibitor]	-6.7%
COc1ccc(NS(=O)(=O)c2ccc(SC)cc2)c(OC)c1	-3.3%	5.5%	47.1%[activator][38.3 µM]	-22.3%	-17.7%	8.9%	0.0%
CCOC(=O)Nc1sc2c(c1C(=O)OCC)CCC2	-1.9%	-0.2%	17.8%[38.3 µM]	10.1%	5.5%[9.22 µM]	-0.9%	-1.9%
C=C(C)C(=O)N1CC2(CC(c3cccc(NC(=O)c4ccccc4)c3)=NO2)C[C@@H]1C(N)=O (stereo partly drawn)	3.0%	6.3%	-2.3%[38.3 µM]	6.9%	19.7%	5.7%	-5.9%
CCOC(=O)N1CCC(NC(=O)c2cc3c(-c4ccccc4F)nn(C)c3s2)CC1	9.5%	8.1%	-3.9%[38.3 µM]	0.4%	23.2%	-12.7%	?
CC12CN(C(=O)c3ccccc3Br)CC(C)(CN(C(=O)c3ccccc3Br)C1)C2=O	-3.5%	4.8%	·	1.0%	-7.8%[9.22 µM]	-18.3%[10 µM]	?
COC(=O)c1cc(S(=O)(=O)n2nc(C)c(Br)c2C)c(Cl)cc1Cl	4.6%	-1.7%	17.1%[38.3 µM]	-1.7%	-6.7%[9.22 µM]	3.5%	-5.3%
N#Cc1cccc(-c2ccc3ncnc(NCc4cccs4)c3c2)c1	·	2.7%	21.7%	9.8%	·	-131.1%[inhibitor]	·
Cc1nc(N2CCCCC2)sc1C(=O)c1ccc(Cl)c([N+](=O)[O-])c1	4.0%	0.0%	21.7%	16.0%	-2.7%	?	2.7%

Grouped by structure: the entries above containing an NH in an aromatic ring (3)
SMILES	GAA glycogen	GAA spleen mod	IMPase Li cell	GoLoco inh red	HTT aggregate	HTT ATP protect	GAA inh
O=C1NN=C(c2ccc(Cl)cc2)CC1c1c[nH]c2ccccc12 (stereo not drawn)	-3.3%	-1.2%	24.2%	10.1%	-3.0%	-16.4%	2.8%
COc1ccc2[nH]c3c(C)c4ccncc4c(C)c3c2c1	-15.6%	2.4%	·	15.1%	-39.5%[9.22 µM]	-89.9%[inhibitor][10 µM]	-13.1%
CCCCn1c(-c2csc3c2CCCC3)n[nH]c1=S	?	-7.8%	58.0%[activator][38.3 µM]	1.0%	10.2%	-1.4%	4.3%
